PERK inhibitor: blocks human PERK kinase; Q9NZJ5; CHO PERK-DD fusion, SEAP luminescence translation reporter; inhibition, % at 5.6 µM; 220,000 compounds, 0.17% hits;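 active = inhibition above the mean inhibition of all tested compounds plus 3 SD, set separately per screening campaign, cut at about 2.9% in these data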;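 also: PERK kinase domain activated by AP20187 dimerizer at 100 nM; 0% = DMSO with dimerizer and 100% = rapamycin at 8.4 µM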
Target sequence (Q9NZJ5 whole entry, looked up, the tested form may be a part): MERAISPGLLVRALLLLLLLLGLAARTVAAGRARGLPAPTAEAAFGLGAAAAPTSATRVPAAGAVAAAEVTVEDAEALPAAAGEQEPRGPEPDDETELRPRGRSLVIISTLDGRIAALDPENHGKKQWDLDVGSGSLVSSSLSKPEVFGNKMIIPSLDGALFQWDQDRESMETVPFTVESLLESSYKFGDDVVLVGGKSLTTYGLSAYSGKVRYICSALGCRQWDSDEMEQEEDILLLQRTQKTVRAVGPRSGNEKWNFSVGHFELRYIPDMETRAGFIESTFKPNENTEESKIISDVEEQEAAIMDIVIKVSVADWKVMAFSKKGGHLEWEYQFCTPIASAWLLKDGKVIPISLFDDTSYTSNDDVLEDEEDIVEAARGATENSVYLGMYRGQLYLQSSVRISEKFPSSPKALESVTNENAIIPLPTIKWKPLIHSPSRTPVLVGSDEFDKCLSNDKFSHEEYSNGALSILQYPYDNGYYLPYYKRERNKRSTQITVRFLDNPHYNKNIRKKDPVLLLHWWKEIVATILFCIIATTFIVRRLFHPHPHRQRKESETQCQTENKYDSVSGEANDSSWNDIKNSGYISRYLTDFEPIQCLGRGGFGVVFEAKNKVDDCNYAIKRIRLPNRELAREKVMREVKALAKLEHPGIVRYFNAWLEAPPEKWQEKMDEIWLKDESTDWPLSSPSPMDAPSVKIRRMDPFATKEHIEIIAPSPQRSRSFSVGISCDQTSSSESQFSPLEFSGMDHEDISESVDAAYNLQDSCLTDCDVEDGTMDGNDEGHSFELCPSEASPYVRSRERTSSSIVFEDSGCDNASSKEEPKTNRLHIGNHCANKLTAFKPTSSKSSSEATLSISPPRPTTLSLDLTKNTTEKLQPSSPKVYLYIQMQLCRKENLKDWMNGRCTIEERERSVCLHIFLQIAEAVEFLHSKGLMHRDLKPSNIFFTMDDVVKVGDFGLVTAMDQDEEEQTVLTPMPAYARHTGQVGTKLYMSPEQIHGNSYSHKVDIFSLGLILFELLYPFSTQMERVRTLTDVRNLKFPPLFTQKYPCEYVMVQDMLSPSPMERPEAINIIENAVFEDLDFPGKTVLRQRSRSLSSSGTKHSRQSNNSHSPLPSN
Cl transport mod: KCC2 (human) Cl- transport modulation. B-score of Tl+ flux slope (higher = more flux/activation; lower = inhibition) at 10 µM. KCC2 cells, thallium flux FluoZin-2 fluorescence. Q9H2X9. 190,000 compounds, 2.2% hits;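 active = thallium flux slope and its plate-corrected score both differing from the plate sample mean at a set confidence after two filtering rounds, in either direction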;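 also: slope of fluorescence scaled to starting intensity during 10 to 20 s after thallium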
EBV gp42 inh: inhibitors of Epstein-Barr virus glycoprotein 42 | Q1HVG2 | Fluorescence polarization binding assay, mP read-out | inhibition, % (tested at 21.74 µM) | 220,000 compounds, 0.42% hits; in the data active = inhibition above about 50%
L929 necroptosis: blocks zVAD induced death of L929 cells | 220,000 compounds, 0.38% hits | L929 zVAD necroptosis rescue, ATP luminescence, 24 h; with zVAD 60 µM | viability rescue, % at 10 µM | AID 1377;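 active = activation, scaled between plate controls, above about 75%, limit read from the data; inactive = activation under that limit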;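 also: 0% = zVAD with DMSO and 100% = DMSO alone without zVAD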
Rad51 HR inh: blocks human Rad51 in homologous recombination | hRad51 DNA strand exchange, fluorescence dequenching | AID 1385 | 200,000 compounds, 0.085% hits | Q06609 | inhibition, % at 10 µM;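 active = inhibition above 40% at the single screening dose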;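 also: 0% = DMSO control wells and 100% = blanks with heterologous ssDNA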
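System: human Rad51 nucleoprotein filaments preassembled on unlabelled ssDNA. Reagent: labelled 47-mer dsDNA for strand exchange. Schedule: 30-min compound preincubation and 15-min exchange, both room temperature. Measured by: FRET fluorescence dequenching, excitation 485 nm, emission 520 nm. Read-out: Fluorescence-based percent inhibition, control- and blank-normalised. Benchmarks: plate controls and plate blanks.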
eIF4E-4G inh: blocks eIF4E binding to eIF4G; AID 782; 220,000 compounds, 0.37% hits; TR-FRET eIF4E-eIF4GI(517-606) binding, 2 h; inhibition, % at 21.7 µM;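 active = inhibition above about 30%, limit read from the data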;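 also: 0% = full FRET control wells and 100% = background wells lacking eIF4GI fragment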
TNF death inh: inhibitors of TNF-alpha induced necroptosis in Jurkat FADD-/- cells | AID 463075 | activation (protection from cell death), % at 10 µM | Jurkat FADD-/- TNF necroptosis rescue, ATP luminescence, 24 h; 0 = TNF only, 100 = no-TNF cells | 220,000 compounds, 0.068% hits;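 active = activation, meaning protection from cell death, of at least 50% relative to plate controls; inactive = activation below 50%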;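 also: necroptosis triggered by 40 ng/mL TNF-alpha added together with compound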
MDM2 E3 inh: inhibitors of human Mdm2 E3 ubiquitin ligase; Q00987; cell-based MDM2 ubiquitination luciferase reporter, 2 h; 0 = plate control, 100 = twice control, blank-subtracted; signal enhancement, % at 5 µM; 210,000 compounds, 0.11% hits;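 active = signal enhancement of 30% or more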;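 also: luminescence tracks abundance of the self-degrading MDM2-luciferase fusion protein; higher signal means inhibition of MDM2 E3 ligase activity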
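Material: Stable MDM2–luciferase fusion reporter cells | Amount: 2000 cells seeded into each well | Dosing: One concentration, 5 µM, with 0.2% DMSO | Incubation: 4 h cell settling then 2 h compound exposure, 37 °C | Measured by: Luciferase luminescence | Read-out basis: % enhancement relative to plate controls after blank subtraction | Benchmarks: Control and blank well means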
Calpain2 inh: calpain II (pig) inhibition; AID 1236; 220,000 compounds, 0.37% hits; purified calpain II, fluorogenic peptide substrate, 30 min; inhibition, % at 16 µM;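 active = inhibition above about 50%, limit read from the data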
* marks the source's active call; other numbers are inactive results; x = no result given; [ ] = remark or other dose.

SMILES	PERK inhibitor	Cl transport mod	EBV gp42 inh	L929 necroptosis	Rad51 HR inh	eIF4E-4G inh	TNF death inh	MDM2 E3 inh	Calpain2 inh
O=C1N(Cc2cccnc2)C[C@@H]2C[C@@H](c3ccccc3C#Cc3ccccc3)N3CCC[C@@]123	0.5	x	-3	-1.4	-13	4	-1.6	-12	-47
O=C(COc1ccccc1F)NC1CCN(Cc2ccccc2)CC1	-0.6	0.12	-20	-0.5	-1	-2	0.1	-19	-4
Cn1nnnc1SC(C(=O)Nc1cccc(C(F)(F)F)c1)c1ccccc1 (stereo unspecified)	0.2	0.76	-4	0.9	-19	15	2.0	-4	54*
O=C(NNS(=O)(=O)c1cccc(Cl)c1)c1cc(-c2ccc(F)cc2)nc2ccccc12	1.0	0.35	0	2.1	7	2	-0.2	-15	-48
CCOC(=O)c1cc2sc(C)cc2n1CC(=O)NCCc1ccccc1	-0.9	-1.7	-4	0.2	6	-8[fluorescence artefact?]	0.5	-4	5
COC(=O)c1[nH]c2ccc(F)cc2c1NC(=O)CCN1CCN(Cc2ccc3c(c2)OCO3)CC1	-0.7	x	x	-0.2	5	x	-5.4	-14	x
O=c1c2c(nc3nc(NCc4ccccc4Cl)[nH]n13)CCC2	0.7	-0.5	-11	1.1	-2	-5	1.5	-4	-4
COc1cccc(-n2nnc3c(=O)n(CC(=O)Nc4ccc(C)cc4)cnc32)c1	0.8	0.91	-6	0.5	28	-3	0.1	9	-2
N#CC1=C(S)N(c2ccccc2)C(c2ccc(-c3cccc(Cl)c3)o2)NC1=O (stereo unspecified)	0.0	-0.95	3	0.8	-6	2	3.0	-10	-19
COCCCN1CN(S(=O)(=O)c2cccs2)c2nc3ccccc3nc21	0.8	-0.06	1	-0.6	11	1	0.1	-7	-13
CCCCc1nc(NCCN)c(C#N)c2c1CSC(C)(C)C2	-2.6	0.19	-3	0.8	-11	-9	-3.8	-18	-65
Cn1cc(C(CC(=O)O)C(=O)O)c2ccccc21 (stereo unspecified)	0.3	x	-9	-0.5	0	2[fluorescence artefact?]	0.8	-11	6
COC(=O)[C@H](C(C)C)n1c(C)c(C(C)=O)c(C(C)=O)c1C	0.7	x	-5	3.0	12	-3[fluorescence artefact?]	-0.3	-13	30
CC1(C)NC(=O)N(CCOCCOc2ccccc2)C1=O	2.1	-0.29	-18	1.4	x	x	1.6	-12	6
O=C(O)/C(=C/c1ccco1)NC(=O)c1ccccc1	0.9	0.43	-1	0.6	x	10	0.4	x	4
C[C@@H]1CC=C[C@H]2[C@H]1C(=O)N(Cc1ccccc1)[C@H]2c1ccc(-c2ccc(F)cc2)cc1F	x	0.2	-8	0.7	-3	-1	1.3	-3	25
COc1ccc(NC(=O)CSc2nnc(C)n2Cc2ccccc2)cc1	-0.1	-0.49	-7	0.3	0	1	-0.2	1	6
O=C(Nc1nc(-c2ccccc2)c(C(=O)c2ccccc2)s1)c1ccc(S(=O)(=O)N2CCCC2)cc1	0.7	0.0019	6	0.1	1	-9[fluorescence artefact?]	1.2	-5	-67
CCNc1c([N+](=O)[O-])ncn1C	0.1	x	1	0.1	-1	2	0.7	-7	0
CC(NC(=O)Cn1cnc([N+](=O)[O-])n1)c1ccccc1 (stereo unspecified)	-0.2	x	0	0.1	-5	-13	-1.2	-14	0
CCOC(=O)N1CCN(CC(=O)Nc2c(C(=O)OC)[nH]c3ccccc23)CC1	-0.4	x	-18	0.9	-1	-8	-4.8	-9	-55
O=C(Cc1ccccc1)NCCSCc1ccccc1	0.7	-0.49	6	1.1	x	8	7.7	-2	-13
CCc1nnc(NC(=O)CSc2nnc(C3CCCCC3)n2-c2cccc(Cl)c2)s1	-0.1	-0.71	-5	-0.2	6	0	-0.3	2	-12
Cc1ccc(N2CCN(S(=O)(=O)N3CCCCCC3)CC2)cc1Cl	0.7	-0.83	-3	0.6	-2	5	5.0	-3	22
Oc1cc(Br)ccc1C=Nc1ccc(N2CCCCC2)cc1	0.0	-1.1	4	0.8	-1	11	-6.2	-13	-22
CCOc1cc(C=O)ccc1OCC(=O)N1CCCC1	0.2	0.18	0	2.8	-3	-1	-0.3	-3	-36
CCSCCOC(=O)C1=C(C)NC(=O)NC1c1ccc2c(c1)OCO2 (stereo unspecified)	0.4	-0.051	-3	-0.3	0	-1	-0.5	-15	5
COc1ccc(NC(=O)c2nc[nH]c2C(=O)NCC(=O)OC(C)(C)C)cc1	x	-0.017	0	0.7	-7	3	-1.8	-7	15
O=C(c1ccc([N+](=O)[O-])cc1)N1CCSC1c1ccccc1 (stereo unspecified)	0.9	0.43	0	1.5	9	-4	42	-3	-8
COc1ccc(CC2(CO)CCN(Cc3cnn(C)c3)CC2)cc1	0.2	0.0054	-4	-2.3	-3	-1	0.7	-6	22
CCOC(=O)COc1nc(-c2ccccc2)cc(-c2ccco2)c1C#N	-1.9	-0.68	-4	0.5	-6	2	-1.8	-16	19
COc1cc(C(=S)N2CCOCC2)ccc1OS(=O)(=O)c1ccc(NC(C)=O)cc1	0.7	-1	-11	0.0	-1	3	2.3	-16	-16
Cc1c(C#N)c2ccccc2n1C	0.0	0.035	2	-0.7	-6	-2	-0.7	-17	6
CCc1ccc2[nH]c(O)c(N=NC3=NC(=O)CS3)c2c1	1.0	-0.46	-12	0.8	5	0	-1.5	-15	22
CCCCC(CC)C1OCC(CN2CCCCC2)O1 (stereo unspecified)	0.4	-1.3	-25	0.5	10	-1	2.4	-1	-4
CCOC(=O)c1c(NC(=O)Cc2cccs2)sc(C(=O)N2CCCCC2)c1C	0.1	0.056	-18	0.1	-3	4	0.3	-11	19
CC1(C)CC2CC(C)(CN2C(=O)C23CCC(C)(C(=O)O2)C3(C)C)C1 (stereo unspecified)	-0.2	x	-6	3.1	1	-2	0.4	-19	7
COc1ccc(N2CCN(C(=O)C3(C)CC3(Cl)Cl)CC2)cc1 (stereo unspecified)	0.6	0.7	-11	3.2	9	-1	3.3	6	1
CC(C)CCN1C(=O)CC(NNC(=O)c2ccc(S(=O)(=O)N3CCCC3)cc2)C1=O (stereo unspecified)	0.1	x	-8	-0.2	14	0	1.2	0	-21
O=C(Nc1cc(Cl)ccc1N1CCOCC1)c1cnccn1	-1.1	0.06	-4	0.5	6	-4	0.1	-13	-14

Structural class, the entries above with an aryl thioether with sulfur outside any ring (3)
SMILES	PERK inhibitor	Cl transport mod	EBV gp42 inh	L929 necroptosis	Rad51 HR inh	eIF4E-4G inh	TNF death inh	MDM2 E3 inh	Calpain2 inh
Cn1nnnc1SC(C(=O)Nc1cccc(C(F)(F)F)c1)c1ccccc1 (stereo unspecified)	0.2	0.76	-4	0.9	-19	15	2.0	-4	54*
COc1ccc(NC(=O)CSc2nnc(C)n2Cc2ccccc2)cc1	-0.1	-0.49	-7	0.3	0	1	-0.2	1	6
CCc1nnc(NC(=O)CSc2nnc(C3CCCCC3)n2-c2cccc(Cl)c2)s1	-0.1	-0.71	-5	-0.2	6	0	-0.3	2	-12

Complete entries as entered above. Values in the order: PERK inhibitor | Cl transport mod | EBV gp42 inh | L929 necroptosis | Rad51 HR inh | eIF4E-4G inh | TNF death inh | MDM2 E3 inh | Calpain2 inh
CCCCC(CC)C1OCC(CN2CCCCC2)O1 (stereo unspecified) as listed: 0.4 | -1.3 | -25 | 0.5 | 10 | -1 | 2.4 | -1 | -4
CCOC(=O)c1c(NC(=O)Cc2cccs2)sc(C(=O)N2CCCCC2)c1C as listed: 0.1 | 0.056 | -18 | 0.1 | -3 | 4 | 0.3 | -11 | 19
CCCCc1nc(NCCN)c(C#N)c2c1CSC(C)(C)C2 as listed: -2.6 | 0.19 | -3 | 0.8 | -11 | -9 | -3.8 | -18 | -65

(listing goes on)
SMILES	PERK inhibitor	Cl transport mod	EBV gp42 inh	L929 necroptosis	Rad51 HR inh	eIF4E-4G inh	TNF death inh	MDM2 E3 inh	Calpain2 inh
COc1ccc(CNC(=O)CCS(=O)(=O)c2cccc3nonc23)cc1	0.2	2	-16	2.4	-4	-2	1.0	1	5
NC(=O)C1CCN(C(=O)CCSc2ccc(Cl)cc2)CC1	0.3	x	-10	-0.5	1	0	-0.7	-11	-16
Cc1c(NC(=O)c2nn3c(C(F)(F)F)cc(-c4ccccc4)nc3c2Cl)c(=O)n(-c2ccccc2)n1C	-0.1	-1.2	-2	0.0	0	-5	1.7	-4	28
O=S(=O)(Nc1ccc(-n2cccc2)cc1)c1ccc(Cl)cc1Cl	0.6	x	2	0.3	4	6	-0.6	11	65*
Cn1c(Cl)c(/C=N/OC(=O)C(C)(C)C)c2ccccc21	0.9	-0.18	9	2.0	-18	0	-0.9	-13	4
COCCCN(C)C1CCN(C(=O)Nc2ccc(F)cc2)CC1	1.1	0.21	-12	0.4	-2	3[fluorescence artefact?]	0.5	-14	-28
C=CCOc1ccc(C(=O)NC2CCCCC2)cc1	-0.4	x	0	1.2	8	-15	1.4	-14	-35
COCCSc1ccccc1C(=O)Nc1ccc(Br)cc1	0.2	-0.57	3	0.6	-84	3	1.7	-16	-21
COc1ccc(C(=O)N2CCCC2)cc1S(=O)(=O)N1CCC(C)CC1	-0.7	0.67	-15	0.4	4	2	-0.3	-33	-10
COc1ccccc1-n1c(C)cc(C=O)c1C	-0.6	0.0084	-10	-0.8	x	-3[fluorescence artefact?]	-1.2	3	-55
CC(=Nc1ccc(C)c(C)c1)C1=C(O)CSC1=O	-1.1	-0.22	-3	-0.4	9	-2	-1.7	-7	-22
O=C(Nc1ncc(Cc2cc(Cl)ccc2Cl)s1)c1ccc([N+](=O)[O-])cc1	-0.3	0.082	-5	-0.2	-3	-7	-3.1	17	-12
COC(=O)C1=C(C)NC(=S)NC1/C=C/c1ccccc1 (stereo unspecified)	0.2	x	-12	-1.6	1	1	-0.1	-20	22
Cc1cc(CNC(=O)c2cccc([N+](=O)[O-])c2)c2ccccc2n1	0.4	-0.91	-24	2.0	22	7	1.6	-3	-11
CCCNC(=O)C(=O)Nc1ccc(N(C)C)cc1	0.8	-0.03	-18	-0.4	5	-2	-1.4	-7	-10
CCOC(=O)N1CCN(C(=O)CS(=O)Cc2nc(-c3ccc(C)cc3)oc2C)CC1 (stereo unspecified)	0.6	0.017	-7	0.1	0	-4	-3.0	-8	5
O=C(O)Cn1cccc1C(=O)c1ccccc1	0.9	-0.35	-13	0.4	0	3	0.0	-7	-7
CC(C)NS(=O)(=O)c1ccc(NC(=O)C2CC3C=CC2C3)cc1 (stereo unspecified)	-0.3	x	-5	0.9	1	-1	-1.3	6	-8
CCOC(=O)c1cnc(SC2CC(=O)N(c3ccc(C)cc3)C2=O)nc1N (stereo unspecified)	-0.7	0.24	4	0.3	-2	2[fluorescence artefact?]	-6.6	-3	-14

Compound activity from PubChem BioAssay.

An unsorted share of the library; 3.6% or so of the library scored in one or more.
